From PubChem
BoNT-F LC inh: blocks Botulinum neurotoxin F light chain protease; Multiplex microsphere protease cleavage assay, flow cytometry; inhibition, % at 10 µM; actives 0.22% (n = 360,000); in the data active = inhibition above about 35%, passing the limit was not always enough; inconclusive = no clear call, values can overlap the other calls; also: plate controls were buffer without enzyme for full effect and enzyme alone for no effect
CCHFV vOTU inh: CCHFV vOTU protease inhibition. actives 0.55% (n = 370,000). Pep-AMC fluorescence. AID 651958. inhibition, % at 11.5 µM; in the data active = inhibition above about 30%; also: 0% = vehicle wells with enzyme and 100% = no enzyme wells
BoNT A protease: inhibitors of Botulinum neurotoxin A light chain protease | multiplex microsphere protease substrate cleavage, flow cytometry | inhibition, % at 10 µM | actives 0.17% (n = 360,000) | AID 588499; also: plate controls were buffer without enzyme for full effect and enzyme alone for no effect
PrPC TRFRET: inhibitors of human cell surface prion protein PrPC; AID 720596; inhibition, % at 13.8 µM; TR-FRET read-out; actives 0.43% (n = 370,000); in the data active = inhibition above about 24%; also: 0% = median of the test wells and 100% = reference compound wells
SSB-PriA inh: blocks PriA binding to SSB C-terminal tail; AlphaScreen SSBct-PriA binding, biotinylated peptide; inhibition, % at 33 µM; actives 0.6% (n = 430,000); AID 1272365; in the data active = inhibition mostly above about 37%, no sharp cut-off; inactive = mostly below about 20%;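 also: plate controls were negative control peptide for no effect and reference peptide for full effect; strong numbers were not always called active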
Rv3671c inh: inhibitors of M. tuberculosis serine protease Rv3671c. P9WHR9. inhibition, % at 5.96 µM. actives 0.048% (n = 320,000). AID 2606; in the data active = inhibition above about 38%;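 also: extracellular domain of Rv3671c used as enzyme; 0% = enzyme with DMSO and 100% = no enzyme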
SARS 3CLpro inh: SARS-CoV 3CLpro protease inhibition; P0C6X7; recombinant SARS-CoV 3CLpro, quenched FRET peptide cleavage; inhibition, % at 6 µM; actives 0.14% (n = 290,000); AID 1706; in the data active = inhibition above about 12%
VHR inh abs: blocks human VHR1 dual specificity phosphatase. recombinant VHR phosphatase, pNPP absorbance. inhibition, % at 13.3 µM. actives 0.52% (n = 290,000). AID 1654; in the data active = inhibition above about 50%; also: some compounds called inactive have numbers as strong as hits
Target sequence (P51452 whole entry, looked up): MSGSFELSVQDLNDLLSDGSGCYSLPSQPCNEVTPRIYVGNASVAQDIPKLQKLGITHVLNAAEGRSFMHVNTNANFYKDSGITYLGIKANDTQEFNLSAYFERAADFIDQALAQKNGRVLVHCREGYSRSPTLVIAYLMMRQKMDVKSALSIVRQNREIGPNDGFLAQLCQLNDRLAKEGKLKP
MazEF act: MazEF (E. coli) toxin RNase activation | P0AE70 | FAM/BHQ RNA-DNA oligo cleavage fluorescence, 5 h | activation, % at 20 µM | actives 0.32% (n = 350,000); in the data active = activation above about 50%
Anthrax LF inh2: anthrax lethal factor protease inhibition; multiplex microsphere protease cleavage assay, LF; inhibition, % at 10 µM; actives 0.12% (n = 360,000); also: plate controls were buffer without enzyme for full effect and enzyme alone for no effect
Target sequence (P15917 whole entry, looked up): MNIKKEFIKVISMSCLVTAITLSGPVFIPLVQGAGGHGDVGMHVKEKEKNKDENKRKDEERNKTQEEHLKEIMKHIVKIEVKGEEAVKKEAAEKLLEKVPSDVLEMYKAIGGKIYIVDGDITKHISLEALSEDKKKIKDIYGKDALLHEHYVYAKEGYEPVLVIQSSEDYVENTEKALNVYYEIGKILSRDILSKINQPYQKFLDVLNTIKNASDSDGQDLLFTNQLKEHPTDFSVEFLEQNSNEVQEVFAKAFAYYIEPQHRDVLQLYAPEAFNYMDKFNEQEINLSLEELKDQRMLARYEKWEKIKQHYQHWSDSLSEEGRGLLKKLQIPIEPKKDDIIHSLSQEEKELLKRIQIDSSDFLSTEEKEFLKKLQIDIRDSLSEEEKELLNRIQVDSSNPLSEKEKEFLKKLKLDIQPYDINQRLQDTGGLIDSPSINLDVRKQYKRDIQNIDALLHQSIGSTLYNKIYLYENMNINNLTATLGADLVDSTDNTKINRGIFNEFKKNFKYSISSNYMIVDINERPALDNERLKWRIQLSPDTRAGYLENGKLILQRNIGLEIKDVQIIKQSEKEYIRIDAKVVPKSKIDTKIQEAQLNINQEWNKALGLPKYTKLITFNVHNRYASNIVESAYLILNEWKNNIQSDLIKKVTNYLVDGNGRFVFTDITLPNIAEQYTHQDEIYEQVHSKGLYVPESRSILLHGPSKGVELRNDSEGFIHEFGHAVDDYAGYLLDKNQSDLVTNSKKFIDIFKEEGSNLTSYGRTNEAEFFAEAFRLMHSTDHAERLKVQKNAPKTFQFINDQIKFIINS
An asterisk follows results filed as active; ? = inconclusive; nt = no result given. Rule as the data show it, unless noted: active = inhibition above about 30%; inconclusive = no clear call, values can overlap the other calls; inactive = below that. Not all compounds are listed; rates above refer to the full screens.

SMILES	BoNT-F LC inh	CCHFV vOTU inh	BoNT A protease	PrPC TRFRET	SSB-PriA inh	Rv3671c inh	SARS 3CLpro inh	VHR inh abs	MazEF act	Anthrax LF inh2
O=C(c1cc2ccccc2o1)N1CCN=C1SCc1cccnc1	-1	2	0.2	-2	-14	-8	2	36	-4	-3
CSCc1c(C(=O)NCCc2ccccn2)oc2ccccc12	-2	8	-2.9	10	1	10	0	15	7	10
Cc1[nH]c2ccc(C(=O)OC(C)C(=O)N(C)C3CCCCC3)cc2c1C (centres undefined)	7	0	0.4	3	11	nt	nt	nt	-15	2
N/C(CCN1CCOCC1)=N/O	-5	-6	-0.2	6	nt	4	0	12	-2	-2
Cc1ccc(CN(C(=O)Cn2nnc3ccccc32)C(C(=O)NCc2ccco2)c2cccs2)cc1 (centres undefined)	7	10	0.5	0	19	-8	25*	1	2	-4
c1ccc(-c2csc(Nc3ccccn3)n2)cc1	?	10	-3.0	-10	-6	6	7	-1	2	11
CCN(CC)S(=O)(=O)c1ccc(N2CCOCC2)c(NC(=O)Cc2cccc3ccccc23)c1	0	11	1.7	0	3	-11	6	3	-2	-1
Cc1ccc(C(=O)c2cc(C)sc2NC(=O)CN2CCN(C(=O)c3ccco3)CC2)cc1	8	-6	-0.7	-6	5	-12	3	12	5	-6
CCN1CCN(C(=O)NC2CC(=O)N(c3ccc(OC)cc3)C2)CC1 (centres undefined)	1	6	0.1	4	-13	-9	2	10	12	2
COc1ccccc1NC(=S)Nc1cccc(F)c1	-4	-5	0.2	-1	-13	6	0	18	-8	-1
CCOc1ccc(OCC(O)CN2CCN(S(=O)(=O)c3cccc(C(F)(F)F)c3)CC2)cc1 (centres undefined)	-1	8	-0.9	3	0	nt	0	10	8	9
C/C(CC(=O)Nc1cccc(Cl)c1)=N\NC(=O)Cc1ccc(Cl)cc1	-15	-9	0.3	-1	nt	-3	4	-8	3	-1
Cc1cc(=O)oc2ccc(OC(=O)CC(C)C)cc12	-2	0	-0.7	-2	-18	3	1	9	0	0
Cn1cccc1C(C(=O)NC1CCCCC1)N(C(=O)Cc1cccs1)C1CC1 (centres undefined)	-8	-18	-1.3	-6	-6	12	3	17	9	-8
O=C(/C=C/c1ccco1)Nc1ccc(S(=O)(=O)N2CCOCC2)cc1	-4	9	-0.1	-6	-7	-11	-1	12	-8	-1
Cc1ccc(C(C)C)cc1OCC(=O)NCCCn1ccnc1	-8	1	0.4	7	4	3	nt	nt	-20	3
CCOc1cc(S(=O)(=O)NCc2ccncc2)c(C)cc1C	-7	-5	-2.0	-3	-9	-6	1	-7	-31	-6
O=C(O)c1ccccc1NN=C1CCCCC1	-2	-2	-0.5	4	-2	-1	7	-12	4	-2
N#Cc1ccccc1COC(=O)c1cc(S(=O)(=O)N2CCOCC2)ccc1F	-7	6	-0.4	-3	nt	nt	nt	nt	7	-2
CN(CC(=O)N1CCCCCC1)S(=O)(=O)c1ccccc1	-49	-10	-3.5	-7	-9	-9	0	-35	14	5
COc1ccc(C(=O)N2CCc3ccccc32)cc1	3	-8	0.4	9	-19	-2	-14	26	2	3
CCN1CC=C2C(C#N)=C(N)C(C#N)(C#N)C(CCc3ccccc3)C2C1 (centres undefined)	-1	-41	1.7	-21	-1	6	-5	13	-155	9
CCOC(=O)C1=C(C)NC(C)=C(C(=O)OCC)C1C(=O)OCC(=O)N(C)C	-5	-3	-0.5	5	-16	-2	1	-15	10	-4
COc1ccc(C(C)C)cc1-c1cc(C(=O)NCc2cc(C(F)(F)F)cc(C(F)(F)F)c2)[nH]n1	-2	-8	-0.1	-5	nt	nt	nt	nt	nt	-6
Cc1cc(C(=O)COC(=O)COc2ccccc2C#N)c(C)n1CC1CCCO1 (centres undefined)	-3	-7	3.9	-3	-2	6	nt	nt	4	-5
COc1ccc(NC(=O)C2(C)Cc3c(-c4cccc(NC(C)=O)c4)ccnc3O2)cc1 (centres undefined)	5	13	0.2	14	nt	nt	nt	nt	nt	6
CC1CCCCC1=NNC(=O)c1ccccc1 (centres undefined)	2	-1	-0.2	7	nt	nt	nt	nt	6	2
COc1ccc(-c2cc(C(=O)N3CCCc4ccccc43)no2)cc1	2	5	?	1	-9	1	0	23	-7	-1
CCN(CC)c1cc(NCCO)c([N+](=O)[O-])c2nonc12	-8	5	0.5	-23	12	4	2	43	-3	-2
COCCOc1nc2c(c(=O)n(C)c(=O)n2C)n1Cc1cccc(OC)c1	0	3	0.2	11	-5	5	-4	-37	0	0
CCC1C/C(=C\c2cc(OC)c(OC)cc2OC)C(=O)/C(=C/c2cc(OC)c(OC)cc2OC)C1 (centres undefined)	13	nt	13	nt	3	6	-2	-38	-82	2
COc1ccc([C@H]2C[C@H](n3cc(COC(=O)c4ccccc4)nn3)[C@@H](O)CN2Cc2cccs2)cc1	-6	15	-0.1	-7	nt	nt	nt	nt	0	-4
Cc1ccc(N(CC(N)=O)C2SC(=O)N(C)C2=O)cc1 (centres undefined)	-1	-2	0.2	0	6	-5	-3	-38	-3	-10
COCCCN(C(=O)Cc1csc(-c2cccc(Cl)c2)n1)c1c(N)n(Cc2ccccc2)c(=O)[nH]c1=O	-4	-4	5.1	5	-23	-8	nt	nt	-9	0
C=CCn1c(SCC(=O)Nc2cc(C)on2)nc2ccccc21	2	-1	0.3	4	nt	nt	nt	nt	7	-3
CC(=O)c1cnc(Nc2cccc(C)c2)s1	3	11	-0.9	-4	-24	-4	6	31	-13	-4
CC(=O)c1ccc(OCCCC(=O)N(CCC2=CCCCC2)c2c(N)n(Cc3ccccc3)c(=O)[nH]c2=O)cc1	-13	1	-0.3	-1	-5	1	nt	nt	0	-7
COc1ccc(S(=O)(=O)n2cccc2)cc1	0	10	0.1	1	-11	4	nt	nt	6	10
Cc1cc(NC(=O)CSc2nc3c(sc4ccccc43)c(=O)n2CCCN2CCOCC2)n[nH]1	-6	9	0.5	24	-1	-1	0	44	5	-8
CC(=O)n1cc(-c2ccncc2)c2ccccc21	1	-4	-0.4	0	2	7	2	2	10	-4
CN1CCN(S(=O)(=O)c2ccc3ccccc3c2)CC1	-2	-3	-0.3	-3	6	1	-1	21	3	-7
COc1cccc(OCc2cc(C(=O)N3CCC(c4ccncc4)CC3)no2)c1	-4	-6	-0.7	18	-17	9	-1	-4	1	-1
CS(=O)c1ccccc1-c1nc(-c2ccc(Cl)cc2)no1 (centres undefined)	-9	-5	0.3	1	-9	-5	4	20	2	-5
Cc1ccc(S(=O)(=O)N2CCOCC2)cc1NC(=O)COC(=O)c1ccc(Cl)s1	-3	0	0.1	0	-6	-10	nt	nt	0	-4
CCN(CC)c1ccc(C2=NNC(=O)CC2C)cc1[N+](=O)[O-] (centres undefined)	-1	2	-0.7	-15	19	-2	1	-8	3	-2
COc1ccc(C(C)=O)cc1CC(C(=O)c1ccc(Br)cc1)N(C)C (centres undefined)	0	-8	0.7	-6	4	-1	1	-4	1	1
CCCc1cc(CNC(=O)C2CCC(=O)N(Cc3ccccc3OC)C2)on1 (centres undefined)	4	13	0.3	-5	0	-2	-5	-10	8	1
Clc1ccc(Cl)c(OCCCCN2CCNCC2)c1	?	14	-5.5	-1	-2	-4	-3	6	11	-10
CCOc1ccccc1NC(=O)C1=C(C)NC(=S)NC1c1cccs1 (centres undefined)	-6	9	-1.6	3	-4	-1	3	8	4	-1
COc1cc(OC)cc(-c2oc3cccnc3c2C#CCCO)c1	5	-2	0.2	-6	-8	-10	0	36	8	-8
O=C(c1cccc(Cl)c1)N1CCC(=O)N(C(COCc2ccccc2)Cc2ccccc2)CC1 (centres undefined)	-10	9	-0.6	6	-4	-9	5	5	3	-2
CC(CCc1ccccc1)NC(=O)CSc1nnnn1C (centres undefined)	4	9	0.3	0	0	-2	-1	-18	3	0
Cc1ccc(OCC(O)Cn2c(N3CCCCC3)nc3c2c(=O)[nH]c(=O)n3C)cc1 (centres undefined)	-18	-9	-0.7	-1	2	-3	-2	1	7	-12
O=C(COc1ccc(NC(=O)c2ccccc2[N+](=O)[O-])cc1)c1ccc(F)cc1	12	5	1.7	-20	1	6	7	21	7	3
CC1(C)Cc2c(sc(NC(=O)c3ccc(S(=O)(=O)N4CCCC4)cc3)c2C#N)C(C)(C)N1	-5	20	1.9	-2	-1	4	4	14	1	-2
Cc1ccc(NC(=S)NCCN(C2CCCCC2)C2CCCC2)cc1	-5	10	-0.1	13	-2	-1	0	18	4	5
COc1ccc(-n2c3c(cc(C(=O)NCC(=O)c4ccccc4)c2=O)C(=O)CC(C)(C)C3)cc1	4	-1	1.3	-2	-7	2	7	-3	3	-4
C=CCn1c(CCc2ccccc2)nnc1SCC(=O)OC	-9	-6	1.0	3	-6	4	-8	4	-11	-7
CCCCN(C)C(=O)C1CCN(C/C(C)=C/c2ccccc2)CC1	-24	1	-0.6	-12	-1	-1	-2	26	1	0
Cc1c(Cl)c(C(=O)N2CCCC2)nn1C	-1	7	-0.2	-5	5	-1	0	15	-9	2

Given with bars between the fields: 4 of the compounds above
SMILES | BoNT-F LC inh | CCHFV vOTU inh | BoNT A protease | PrPC TRFRET | SSB-PriA inh | Rv3671c inh | SARS 3CLpro inh | VHR inh abs | MazEF act | Anthrax LF inh2
CSCc1c(C(=O)NCCc2ccccn2)oc2ccccc12 | -2 | 8 | -2.9 | 10 | 1 | 10 | 0 | 15 | 7 | 10
COc1ccc(C(C)C)cc1-c1cc(C(=O)NCc2cc(C(F)(F)F)cc(C(F)(F)F)c2)[nH]n1 | -2 | -8 | -0.1 | -5 | nt | nt | nt | nt | nt | -6
CCN(CC)c1cc(NCCO)c([N+](=O)[O-])c2nonc12 | -8 | 5 | 0.5 | -23 | 12 | 4 | 2 | 43 | -3 | -2
Cc1cc(NC(=O)CSc2nc3c(sc4ccccc43)c(=O)n2CCCN2CCOCC2)n[nH]1 | -6 | 9 | 0.5 | 24 | -1 | -1 | 0 | 44 | 5 | -8

(cont.)
SMILES	BoNT-F LC inh	CCHFV vOTU inh	BoNT A protease	PrPC TRFRET	SSB-PriA inh	Rv3671c inh	SARS 3CLpro inh	VHR inh abs	MazEF act	Anthrax LF inh2
COc1ccc(-n2c(C)cc(C(=O)C[N+]34CCN(CC3)CC4)c2C)cc1	-6	0	-0.1	-2	1	1	-1	-10	-6	-3
Cc1nn(CSc2c(F)c(F)c(F)c(F)c2F)c(C)c1[N+](=O)[O-]	6	3	0.4	-6	-22	2	nt	nt	-4	2
CC1C=CCC2C(=O)N(c3ccc(OC(=O)c4cccs4)cc3)C(=O)C12 (centres undefined)	1	8	0.1	3	-9	12	2	22	0	-2
Cc1ccc2c(C)nc(Nc3nc(CSc4nc5ccccc5s4)cc(=O)[nH]3)nc2c1	0	6	0.2	-5	-7	nt	nt	nt	-218	0
COc1cccc(OCc2cc(C3Nc4ccccc4C(=O)N3Cc3ccco3)ccc2OC)c1 (centres undefined)	3	-9	0.7	0	1	nt	5	31	-7	-6
COC(=O)C1=C(c2cccc(OCc3ccccc3)c2)C[C@@H]2CC[C@H]1N2C	-5	5	-0.2	-7	nt	nt	nt	nt	3	-1
CCOC(=O)c1cc(C#N)c(N2CCCC2)nc1-c1ccccc1	0	-1	0.9	2	-80	3	-7	14	4	1
N#C/C(=N/Nc1ccc(S(=O)(=O)N2CCOCC2)cc1)C(N)=O	-2	11	-1.4	-9	nt	-5	-1	11	7	-4
COCCCNC(=O)c1csc([C@@H]2C[C@H](O)[C@@H](CO)O2)n1	2	-6	-0.1	-8	nt	nt	nt	nt	nt	-3
O=c1cc(-c2ccc(Cl)cc2)nc(N2CCN(c3ccccc3)CC2)[nH]1	-15	-3	0.6	-4	-30	-4	5	22	7	-3

Just Rv3671c inh, PrPC TRFRET and SSB-PriA inh (3 entries from above):
molecule,Rv3671c inh,PrPC TRFRET,SSB-PriA inh
CC1C=CCC2C(=O)N(c3ccc(OC(=O)c4cccs4)cc3)C(=O)C12 (centres undefined),12,3,-9
Cc1ccc2c(C)nc(Nc3nc(CSc4nc5ccccc5s4)cc(=O)[nH]3)nc2c1,nt,-5,-7
COc1cccc(OCc2cc(C3Nc4ccccc4C(=O)N3Cc3ccco3)ccc2OC)c1 (centres undefined),nt,0,1
